MrgX1 ag: human MrgX1 receptor agonism, primary screen | Q96LB2 | MrgX1-HEK293 cells, Fluo-4 calcium fluorescence, agonist mode; active compounds read high | B-score at 10 µM | 310,000 tested, 0.44% active;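 active means calcium response B-score plate-corrected fluorescence ratio at least 3 library SD, with starting fluorescence B-score inside 5 SD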
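Assay system: stable human MrgX1 HEK293 cell line. Quantity: 15,000 cells per well. Schedule: cells plated overnight, dye loaded 0.5 h 37 °C, 0.5 h room temperature. Detection: Fluo-4 NW calcium-flux fluorescence, kinetic read. Read-out basis: peak-minus-minimum fluorescence over baseline, converted to B scores. Control set: positive and negative control wells on each plate.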
TRPC4 inh: inhibitors of mouse TRPC4 channel; Q9QUQ5; HEK293 TRPC4beta/mu-opioid, DAMGO-evoked Fluo4 calcium flux; active compounds read low; B-score at 10 µM; 300,000 tested, 0.39% active;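 active means B-score over 3 SD under the library average, no early fluorescence shift, positive overall ratio signal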
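Material: HEK293 cells with stable TRPC4beta plus mu-opioid receptor expression / Probe or stimulus: DAMGO in two steps, submaximal then maximal / Compound: single concentration per test compound / Technique: kinetic Fluo4 fluorescence imaging of calcium influx / Read-out: per-well B score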
TRPC6 activator: mouse TRPC6 channel activation; Q61143; HEK293-TRPC6 membrane potential dye fluorescence; active compounds read high; B-score at 10 µM; 310,000 tested, 0.13% active;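 active means B-score of the integrated fluorescence ratio above library mean plus 3 SD, and starting fluorescence ratio within library mean plus 5 SD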;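 further: higher score means more depolarization so channel activation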
Target sequence (Q61143 whole entry, looked up): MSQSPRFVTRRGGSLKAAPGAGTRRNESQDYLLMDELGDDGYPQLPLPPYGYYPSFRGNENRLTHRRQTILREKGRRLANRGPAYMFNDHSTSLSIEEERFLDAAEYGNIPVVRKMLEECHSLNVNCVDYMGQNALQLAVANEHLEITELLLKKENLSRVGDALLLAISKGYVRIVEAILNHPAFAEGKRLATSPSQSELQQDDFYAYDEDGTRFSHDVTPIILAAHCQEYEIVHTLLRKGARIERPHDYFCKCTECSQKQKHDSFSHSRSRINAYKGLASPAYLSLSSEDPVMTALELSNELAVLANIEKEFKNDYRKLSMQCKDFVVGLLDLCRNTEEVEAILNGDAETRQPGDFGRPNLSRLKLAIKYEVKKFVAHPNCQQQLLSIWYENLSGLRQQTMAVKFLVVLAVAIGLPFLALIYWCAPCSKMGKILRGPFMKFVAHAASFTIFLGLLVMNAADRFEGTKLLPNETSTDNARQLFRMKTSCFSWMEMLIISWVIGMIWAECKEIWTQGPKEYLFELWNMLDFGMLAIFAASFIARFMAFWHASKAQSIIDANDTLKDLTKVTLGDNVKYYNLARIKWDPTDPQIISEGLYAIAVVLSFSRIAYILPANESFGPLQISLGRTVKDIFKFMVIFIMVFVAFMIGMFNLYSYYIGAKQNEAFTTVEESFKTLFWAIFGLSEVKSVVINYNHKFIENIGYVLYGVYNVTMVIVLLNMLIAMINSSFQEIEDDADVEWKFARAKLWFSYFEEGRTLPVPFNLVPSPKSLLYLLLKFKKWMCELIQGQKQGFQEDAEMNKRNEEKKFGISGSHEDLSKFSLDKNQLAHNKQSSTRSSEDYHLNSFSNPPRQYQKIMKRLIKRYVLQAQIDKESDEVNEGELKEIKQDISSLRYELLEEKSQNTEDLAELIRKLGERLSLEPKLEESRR
MrgX1 antagonist: blocks BAM8-22 activation of human MrgX1 receptor; 310,000 tested, 1.3% active; Q96LB2; MRGX1-HEK293 calcium flux, Fluo-4, BAM8-22 antagonism; active compounds read low; B-score at 10 µM;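 active means calcium-response B-score plate-corrected more than 3 library SD below zero, starting fluorescence within 5 deviations, no agonist response on first addition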;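 further: peak minus trough fluorescence over baseline after final BAM8-22 challenge near maximal dose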
TMEM16A inh: blocks the mouse calcium-activated chloride channel TMEM16A | normalized B-score (activity score, 25-100; higher = stronger inhibition) at 10 µM | 310,000 tested, 1.2% active | HEK293 TMEM16A/YFP iodide influx fluorescence, ionomycin | Q8BHY3 | AID 588511;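 active means ratio plate-corrected score three or more library SD toward inhibition, starting fluorescence score within five deviations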;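 further: score derived from kinetic fluorescence span divided by baseline fluorescence per well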
SKKanGAS inh: inhibitors of SKKanGAS S. pyogenes growth in kanamycin (SK-promoter or general growth effect); AID 1662; inhibition, % at 7.5 µM; BacTiter-Glo, 6 h; 300,000 tested, 1.3% active;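 active means mean replicate score, as percent of positive control median, at least 50; inconclusive means mean below 50 but one replicate at or above 50; inactive means mean and every replicate below 50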;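 further: strain carries kanamycin resistance gene driven by streptokinase promoter and grows in 40 µg/ml kanamycin; loss of luminescence reflects streptokinase promoter inhibition or plain growth inhibition; 0% = median of DMSO wells and 100% = positive control at its reference dose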
TRPC4 act: TRPC4 (mouse) channel activation; Q9QUQ5; HEK293 TRPC4beta/mu-opioid, Fluo4 calcium fluorescence; active compounds read high; B-score at 10 µM; 310,000 tested, 0.49% active; AID 2237;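 active means B-score above 5 SD of library B-scores, and initial fluorescence ratio not above library mean plus 5 SD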;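 further: positive B-score marks a calcium rise read as TRPC4 activation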
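System – HEK293 cells stably co-expressing mouse TRPC4beta and mu-opioid receptor · Signal – Fluo4 calcium-sensitive dye fluorescence, kinetic, 1 Hz baseline · Benchmarks – buffer (low) and maximal DAMGO (high) · Read-out – B score of integrated fluorescence ratio per well · Incubation – dye loading 45 min room temperature, 110 s kinetic read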
ANO1 activ: activates or potentiates the mouse TMEM16A chloride channel; Q8BHY3; HEK293 TMEM16A/YFP-H148Q/I152L, iodide quench fluorescence; active compounds read low; B-score at 10 µM; 340,000 tested, 0.3% active;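 active means fluorescence-ratio B-score plate-corrected deviation score at least 3 library SD below zero, with starting fluorescence score within 5 deviations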;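 further: channel opened by trigger with iodide after compound preincubation; score built on the fluorescence ratio of max minus min over baseline; more negative score means more quench and so TMEM16A activation or potentiation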
MrgX1 PAM: human MrgX1 positive allosteric modulation, primary screen; MrgX1-HEK293, Fluo-4 calcium flux, FDSS; active compounds read high; B-score at 10 µM; 310,000 tested, 0.63% active; AID 588675;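 active means plate-corrected calcium response at least 3 library SD above typical, normal starting fluorescence, not activating the receptor alone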;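 further: compound read alongside a low EC10 to EC30 dose of BAM8-22 agonist; peak minus trough fluorescence over baseline measured at the second addition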
TRPC6 inhibitor: inhibitors of mouse TRPC6 channel. 310,000 tested, 1.1% active. AID 2553. HEK293-TRPC6, membrane potential dye, ACh-evoked depolarization; active compounds read low. Q61143. B-score at 10 µM;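 active means B-score under library mean minus 3 SD, initial fluorescence not abnormally high, positive integrated signal ratio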;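 further: B-score derived from integrated fluorescence ratio over the kinetic read; more negative B-score means stronger inhibition of depolarization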
TRPC4 PAM: allosteric potentiators of mouse TRPC4 channel. Q9QUQ5. HEK293 TRPC4beta/mu-opioid, DAMGO EC20, Fluo-4 Ca2+ flux; active compounds read high. B-score at 10 µM. 310,000 tested, 0.42% active. AID 2227;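 active means B-score of calcium response area above 5 SD of library B-scores, with initial fluorescence ratio within 5 SD of library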;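 further: B-score of integrated fluorescence ratio over time as area under calcium response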
Starred values were filed as active, the others as inactive; i = inactive; ? = inconclusive; · = no result given.

SMILES | MrgX1 ag | TRPC4 inh | TRPC6 activator | MrgX1 antagonist | TMEM16A inh | SKKanGAS inh | TRPC4 act | ANO1 activ | MrgX1 PAM | TRPC6 inhibitor | TRPC4 PAM
CCC(=O)Nc1nonc1-c1nc2ccccc2n1N(C(=O)CC)C(=O)CC | i | i | i | i | i | -1 | i | i | i | i | i
COc1cc(NC(=O)c2cccnc2Sc2ccc(Cl)cc2)cc(OC)c1OC | i | i | i | i | i | 3 | i | i | i | i | i
COc1cc(C(N)=O)ccc1OCc1ccccc1 | i | i | i | i | i | -3 | i | i | i | i | i
Oc1ccc(CCNc2c3ccccc3nc3ccccc23)cc1O | i | i | i | i | i | -2 | i | i | i | -5* | i
O=C1CSC(c2ccccc2[N+](=O)[O-])N1CCc1ccccc1 (stereo not given) | i | i | i | i | i | 11 | i | i | i | i | i
Cc1nn(C)c(Oc2ccccc2)c1CCNS(=O)(=O)c1ccccc1 | i | i | i | i | i | -4 | i | i | i | i | i
COc1ccc(CCNC(=O)c2ccc(Cl)cc2Cl)cc1 | i | i | i | i | i | 2 | i | i | i | i | i
Cc1cc(C(=O)CSc2ccc(F)cc2)cc(C)c1OC(=S)N(C)C | i | i | i | i | 100* | 2 | i | i | i | i | i
c1csc(-c2nc(N3CCCCC3)no2)c1 | i | i | i | i | i | 5 | i | i | i | i | i
CCCN(CCC)CCNC(=O)c1cc2c(C)nc3ccccc3c2o1 | i | · | i | i | i | 2 | i | i | i | i | i
S=C(c1cn(CCOc2cccc3ccccc23)c2ccccc12)N1CCCC1 | i | i | i | i | i | 20 | i | i | i | i | i
COc1ccc(Cl)cc1S(=O)(=O)N1CCCC(C(=O)NCCc2ccccc2)C1 (stereo not given) | i | i | i | i | i | 4 | i | i | i | i | i
CCOc1ccccc1N(CC(=O)Nc1ccc2c(c1)OCO2)S(C)(=O)=O | i | i | i | i | i | -7 | i | i | i | i | i
CC1CC(C)(C)CC2(C1)NC(=O)N(CC(=O)Nc1ccc(N3CCCCC3)cc1)C2=O (stereo not given) | i | i | i | i | i | -1 | i | i | i | i | i
COc1ccc(C(=O)N/N=C(\C)Cn2cnc([N+](=O)[O-])n2)cc1 | i | i | i | i | i | -4 | i | i | i | i | i
CCN1CCN(C(=O)CCc2nnc(CCCCc3ccccc3)o2)[C@@H](C)C1=O | i | i | i | i | i | -25 | i | i | i | i | i
Cc1ccccc1NC(=O)N(CCc1nc2ccccc2[nH]1)Cc1ccccc1 | i | i | i | i | i | 3 | i | i | i | i | i
O=C(O)CCCNS(=O)(=O)c1ccc2ccccc2c1 | i | i | i | i | i | -7 | i | i | i | i | i
CCN(CC)CCN(Cc1cc2cc3c(cc2[nH]c1=O)OCCO3)C(=S)NCCCOC | i | i | i | i | i | 5 | i | i | i | i | i
COc1ccc(CNC(=O)c2cc(=O)c3cc(C)c(C)cc3o2)cc1 | i | i | i | i | i | 6 | i | i | i | i | i
CC(=O)N(CN1C(=O)c2ccccc2C1=O)c1ccccc1 | i | i | i | i | i | 1 | i | i | i | i | i
NC(=O)c1cccc2c1-c1ccccc1/C2=N/NC(N)=S | i | i | i | i | i | -15 | i | i | i | i | i
CCc1noc(C)c1C(=O)Nc1nc(-c2ccc(F)cc2)c(C)s1 | i | i | i | i | i | -9 | i | i | i | i | i
Cc1cc(NC(=O)Nc2ccc(F)cc2)no1 | i | i | i | i | i | -8 | i | i | i | i | i
CC(C)c1c(C(=O)N/N=C/c2ccc(OCc3ccc(F)cc3)cc2)nnn1-c1nonc1N | i | i | i | i | i | 1 | i | i | i | i | i
Following part:
SMILES | MrgX1 ag | TRPC4 inh | TRPC6 activator | MrgX1 antagonist | TMEM16A inh | SKKanGAS inh | TRPC4 act | ANO1 activ | MrgX1 PAM | TRPC6 inhibitor | TRPC4 PAM
CCC(CCC(=O)Nc1ccc(S(N)(=O)=O)cc1)C(=O)O (stereo not given) | i | i | i | i | i | -7 | i | i | i | i | i
CC(C)C(=O)NC(c1cccs1)c1cc([N+](=O)[O-])c2cccnc2c1O (stereo not given) | i | i | i | i | i | 77* | i | i | i | i | i
COC(=O)c1ccc(C(=O)OC)c(NC(=S)N2CCN(c3cccc(Cl)c3)CC2)c1 | i | i | i | i | i | 14 | i | i | i | i | i
O=C(CN1C(=O)CNC1=O)Nc1ccc(Cl)cc1 | i | i | i | i | i | -4 | i | i | i | i | i
Cc1ccc(N(CC(=O)N2CCOCC2)S(C)(=O)=O)cc1 | i | i | i | i | i | -1 | i | i | i | i | i
COc1ccc(CNC(=O)CCOc2ccc(C(C)(C)C)cc2)cc1 | i | i | i | i | i | -6 | i | i | i | i | i
O=C(CCC(=O)N1CCOc2ccccc21)NCCCN1CCOCC1 | i | i | i | i | i | 6 | i | i | i | i | i
Fc1ccc(C2=NOC(c3nnc(-c4ccccc4)o3)C2)cc1 (stereo not given) | i | i | i | i | i | -5 | i | i | i | i | i
CC1CCN(S(=O)(=O)c2cccc(C(N)=O)c2)CC1 | i | i | i | i | i | 6 | i | i | i | i | i
CCCCOC(=O)Nc1ccc(S(=O)(=O)Nc2ncccn2)cc1 | i | i | i | i | i | -1 | i | i | i | i | i
O=C(O)c1ccccc1Nc1ccc([N+](=O)[O-])cc1C(=O)O | i | i | i | i | i | 0 | i | i | i | i | i
O=C(CSc1nnc(NC(=O)c2ccccc2F)s1)NC1CC1 | i | i | i | i | i | 0 | i | i | i | i | i
O=C(/C=C/c1ccc(Br)o1)NC(c1ccccc1)c1ccccc1 | i | i | i | i | i | -2 | i | i | i | i | i
O=C(Nc1ccc(F)cc1)N1CCCCCC1 | i | i | i | i | i | ? | i | i | i | i | i
O=C(NC1CCCCCC1)c1cc2c(=O)n3ccccc3nc2s1 | i | i | i | i | i | 5 | i | i | i | i | i
CC1CN(C(=S)SCC(=O)c2ccc(Cl)cc2)CC(C)O1 (stereo not given) | i | i | i | i | i | -2 | i | i | i | i | i
CCC(=O)Nc1cc(=O)[nH]c2nc(-c3ccc(Cl)cc3)nn12 | i | i | i | i | i | 19 | i | i | i | i | i
CCc1nc2ccccc2c(C(=O)Oc2cccc3cccnc23)c1C | i | i | i | i | i | 13 | i | i | i | i | i
Cc1ccc(N2CCN(S(=O)(=O)c3c(C)noc3C)CC2C)cc1 (stereo not given) | i | i | i | i | i | 2 | i | i | i | i | i
CCCCc1cc(=O)oc2cc(O)cc(O)c12 | 33* | i | i | i | i | 14 | i | i | i | i | i
Cc1c(Cc2ccccc2)sc(NC(=O)Cc2ccccc2)c1C(N)=O | i | i | i | i | i | 3 | i | i | i | i | i
COC(=O)CCCC1=CC2=CC(=O)C(C)(OC(=O)CCc3ccccc3)C(=O)C2=CO1 (stereo not given) | i | i | i | i | i | 6 | i | i | i | i | i
Cc1cc(NC(=O)C2C3C(=O)N(Cc4ccc(Cl)cc4)C(C(=O)NC4CCCCC4)C34C=CC2(C)O4)no1 (stereo not given) | i | i | i | i | i | -2 | i | i | i | i | i
CCCc1cc(=O)[nH]c(SCCOC(=O)c2ccccc2)n1 | i | i | i | i | i | -3 | i | i | i | i | i
Cc1ccc(C(=O)Nc2sc(Cc3ccc4c(c3)OCO4)c(C)c2C(N)=O)cc1 | i | i | i | i | i | -3 | i | i | i | i | i
Going on with the list:
SMILES | MrgX1 ag | TRPC4 inh | TRPC6 activator | MrgX1 antagonist | TMEM16A inh | SKKanGAS inh | TRPC4 act | ANO1 activ | MrgX1 PAM | TRPC6 inhibitor | TRPC4 PAM
CCc1nnc(NS(=O)(=O)c2ccc(NCc3cc(Br)ccc3O)cc2)s1 | i | i | i | i | i | 21 | i | i | i | i | i
O=C1/C(=C/c2ccco2)CCc2ccccc21 | i | i | i | i | i | 6 | i | i | i | i | i
COc1cc2c(-c3ccc(O)cc3)nc3c(c(C)nn3-c3ccccc3)c2cc1OC | i | · | · | i | i | · | · | i | i | · | ·
Cc1cccc(CC2CC(=O)N(c3ccc(C)cc3Br)C2=O)c1 (stereo not given) | i | i | i | i | i | 2 | i | i | i | i | i
C=CCc1cccc2cc(C(=O)NC(C)(C)C)c(=O)oc12 | i | i | i | i | i | -8 | i | i | i | i | i
Cc1nc2ccccc2n1CC(=O)NCCN1CCOCC1 | i | i | i | i | i | -2 | i | i | i | i | i
C/C(=C\C(=O)Nc1nccs1)c1ccccc1 | i | i | i | i | i | -3 | i | i | i | i | i
O=C(CSc1nnc(COc2ccccc2Cl)o1)NC(=O)NC1CCCC1 | i | i | i | i | i | -2 | i | i | i | i | i
O=C(C(Sc1ccccc1)c1ccccc1)N1CCN(c2ccccc2F)CC1 (stereo not given) | i | i | i | i | i | 23 | i | i | i | i | i
CCOC(=O)c1sc(N)c(C#N)c1CSc1nnc(C2CCCCC2)n1N | i | i | i | i | i | 6 | i | i | i | i | i
COc1cc(OC)cc(C(=O)NNC(=O)c2ccccc2Br)c1 | i | i | i | i | i | 4 | i | i | i | i | i
COc1ccccc1NC(=O)c1ccc(S(=O)(=O)N2CCC(C)CC2)cc1 | i | i | i | i | i | 14 | i | i | i | i | i
COC/C=C/C1=CC2=CC(=O)C(C)(OC(=O)c3cnc4ccccc4n3)C(=O)C2=CN1Cc1ccco1 (stereo not given) | i | i | i | i | i | 5 | i | i | i | i | i
O=C(Nc1ccn(Cc2ccccc2F)n1)c1ccc(COc2cc(Cl)ccc2Cl)o1 | i | i | i | i | i | 21 | i | i | i | i | i
Cc1cccc(NC(=O)CSc2nnc(-c3cc(C)[nH]n3)n2N)c1 | i | i | i | i | i | -2 | i | i | i | i | i
CCCCNCc1cc(Br)c(OCC(=O)NCc2ccccc2)c(OC)c1 | i | i | i | i | i | -2 | i | i | i | i | i
O=C(NC1CC1)C1CC(=O)N(c2cccc(Cl)c2)C1 (stereo not given) | i | i | i | i | i | -11 | i | i | i | i | i

Compound activity from PubChem BioAssay.
